# Insulin prom inh = TRM-6 insulin promoter activity inhibition | 0.9% of 130,000 active | AID 1273 | inhibition, % at 2 µM | TRM-6 cells (human fetal islet line), insulin promoter-eGFP reporter, imaging; reporter expression induced with tamoxifen;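 active = inhibition above the mean plus 3 SD, with well images judged a real hit on visual review, cut at about 60% in these data, passing the limit was not always enough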
# SDO1 yeast rescue = compounds rescuing growth of sdo1-depleted yeast, bone marrow failure model; S. cerevisiae sdo1-depleted JHY4D growth rescue, OD600 30 h; hits give high values; pdr5 snq2 efflux-pump mutant strain; z-score at 10 µM; 0.21% of 140,000 active;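 active = z-score above 3 at both the 24 hr and the 30 hr optical density reads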;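 note: z-score against mean and SD of all compound wells on the same plate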
# SDO1 yeast rescue Rescue 24 h = also measured in SDO1 yeast rescue; calls as there; z-score; S. cerevisiae sdo1-depleted JHY4D growth rescue, OD600; measured here: growth rescue at 24 h;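 0 is the plate mean of compound wells and units are plate SD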
# * hit, by the source's call; x = no result given.
SDO1 yeast rescue	SDO1 yeast rescue Rescue 24 h	Insulin prom inh	smiles
0.6	0.13	36.2	Cc1ccc(Nc2nc3c([nH]2)c(=O)[nH]c(=O)n3C)cc1
-0.05	-0.31	48.1	O=C(CSC1=NCCS1)Nc1ccnc2ccccc12
-0.94	-1.38	40.0	Cc1c(C(=O)NCc2ccc3c(c2)OCO3)cccc1[N+](=O)[O-]
-0.66	0.14	-15.6	Cc1ccc(SCc2ccc(C(=O)Nc3ccccc3C(=O)NC(C)C)cc2)cc1
0.03	-0.03	1.4	CC1CCN(C(=O)CNC(=O)c2ccc(Cl)cc2Cl)CC1
x	x	-21.1	COc1cccc(CC(NC(C)=O)C(=O)NC2CCN(C(=O)C3CC3)CC2)c1OC (configuration not stated)
x	x	-15.0	COc1cnc(-c2ccccn2)nc1Oc1ccccc1
0.99	0.51	53.3	COc1ccc(-c2nnc(SCc3ccccn3)n2C)cc1

# Profiles from above. Screens in order: SDO1 yeast rescue | SDO1 yeast rescue Rescue 24 h | Insulin prom inh
# Profile of `Cc1c(C(=O)NCc2ccc3c(c2)OCO3)cccc1[N+](=O)[O-]` = -0.94 | -1.38 | 40.0
# Profile of `COc1ccc(-c2nnc(SCc3ccccn3)n2C)cc1` = 0.99 | 0.51 | 53.3

# The main list resumes; the six compounds before the break are reprinted first.
SDO1 yeast rescue	SDO1 yeast rescue Rescue 24 h	Insulin prom inh	smiles
-0.94	-1.38	40.0	Cc1c(C(=O)NCc2ccc3c(c2)OCO3)cccc1[N+](=O)[O-]
-0.66	0.14	-15.6	Cc1ccc(SCc2ccc(C(=O)Nc3ccccc3C(=O)NC(C)C)cc2)cc1
0.03	-0.03	1.4	CC1CCN(C(=O)CNC(=O)c2ccc(Cl)cc2Cl)CC1
x	x	-21.1	COc1cccc(CC(NC(C)=O)C(=O)NC2CCN(C(=O)C3CC3)CC2)c1OC (configuration not stated)
x	x	-15.0	COc1cnc(-c2ccccn2)nc1Oc1ccccc1
0.99	0.51	53.3	COc1ccc(-c2nnc(SCc3ccccn3)n2C)cc1
0.34	-0.34	-152.4	COc1cc(/C=C/C(=O)NCCn2c(C)cc3ccccc32)cc(OC)c1OC
x	x	-6.7	Cc1nnc(SCc2cccc([N+](=O)[O-])c2)[nH]c1=O
-1.24	-0.76	x	Cc1ccc2c(COC(=O)C3=COCCO3)cc(=O)oc2c1
-0.46	-0.59	2.7	CCc1ccc(NC(=O)C(C)OC(=O)CCC(=O)c2cccs2)cc1 (configuration not stated)
x	x	42.9	CCCNC(=O)CSc1nccn1Cc1ccc(OC)cc1
0.36	0.24	x	CCCCC(=O)c1c(C)cc(C)[nH]c1=O
1.1	0.37	-40.0	O=C(N/N=C/c1ccsc1)c1cc(-c2ccncc2)nc2ccccc12
2.26	2.45	-50.0	Cc1ccc(N(NC(=O)C(C)(C)O)C(=O)c2ccccc2)cc1C
-0.5	-1.39	-7.9	Cc1ccc(OCc2nnc(SCC(=O)N3CCOCC3)n2C)cc1
-0.88	-0.27	-7.1	O=C(CSc1ncc(C(F)(F)F)cc1Cl)N1CCN(S(=O)(=O)c2ccccc2)CC1
-0.82	0.31	x	Cc1noc(C)c1S(=O)(=O)N(CC(=O)Nc1ccc2c(c1)OCO2)c1ccc(C(C)C)cc1
0.91	1.09	-128.1	Cc1cc(/C=N/n2cnnc2)c(C)n1-c1ccc(Cl)cc1
-0.3	-0.81	-68.0	CN(c1ccccc1C(=O)Nc1ccccc1C(=O)NCc1ccco1)S(C)(=O)=O
1.5	1.71	15.8	COc1ccc(C(=O)Nc2ccc3c(c2)nc(CN2CCN(C(C)=O)CC2)n3C)cc1
0.3	-0.03	20.0	CCC(C)NC(=O)C1CCN(S(=O)(=O)c2ccc(OC)cc2)CC1 (configuration not stated)
-0.15	-0.8	x	CCNC(=O)C1CC(=O)N(c2ccc(Br)cc2)C1 (configuration not stated)
x	x	-5.0	Clc1ccc(SCc2cn3ccccc3n2)cc1
-0.94	-1.5	-42.5	CCN1CCN(C(=O)C2c3cc(OC)c(OC)cc3C(=O)N(C)C2c2ccc(SC)cc2)CC1 (configuration not stated)
-0.46	-0.03	28.1	N#CCCN(C(=O)CSc1ccc2c(c1)OCCO2)c1ccccc1
-1.23	-1.1	20.0	CCOC(=O)c1nnc(-c2cccs2)nc1Oc1ccc(Cl)cc1
-0.9	-0.89	0.0	O=C(CSc1ccc(Cl)cc1)OCc1nnc(-c2ccccc2)o1
x	x	-54.5	CC(C)C(NC(=O)c1ccc(F)cc1)C(=O)Nc1cccnc1 (configuration not stated)
-1.19	0.79	-12.9	CC1CCN(c2cc(N)c(Cl)cc2[N+](=O)[O-])CC1
-0.74	-0.84	-30.3	Cc1cc(-c2cccs2)n[nH]1
1.59	1.66	5.5	O=C(Nc1ccc(S(=O)(=O)NCc2ccco2)cc1)c1ccncc1
-0.61	-1.27	40.0	O=[N+]([O-])c1ccc(C2CCCC/C2=N/OCc2ccc(F)cc2)c([N+](=O)[O-])c1 (configuration not stated)
-0.53	-0.48	-22.8	CCC1Sc2ccccc2N(CC(=O)NCc2ccc3c(c2)OCO3)C1=O (configuration not stated)
0.49	0.11	x	O=C(c1ccccc1)c1ccc2nc(N3CCN(C(=O)c4ccco4)CC3)c3nncn3c2c1
x	x	27.3	CN(C)/C=C1\C(=O)N(c2ccc(Cl)c(Cl)c2)CS1(=O)=O
0.04	0.01	x	Cc1cccc(CN2CCc3c(OCC(=O)N4CCCc5ccccc54)cccc3C2=O)c1
0.84	0.14	-20.0	COc1cc(OC)cc(C(=O)Nc2ccc(S(=O)(=O)Nc3cc(C)on3)cc2)c1
-0.41	-0.3	-114.3	Cc1cccc(C)c1OCC(O)CNS(=O)(=O)c1ccccc1C(=O)N1CCCCC1 (configuration not stated)
x	x	-5.9	CC(=O)Nc1ccc(NC(=O)CN(c2cccc([N+](=O)[O-])c2)S(C)(=O)=O)cc1
x	x	-11.1	CCOc1ccccc1CN1CCN(Cc2cn(C)nc2-c2ccccc2)CC1CCO (configuration not stated)
-0.23	1.13	-50.0	O=C1N/C(=C/c2cccn2-c2ccccc2)C(=O)N1Cc1ccccc1F
0.34	0.61	-25.9	COc1ccc(S(=O)(=O)Nc2ccc3c(c2)OCO3)cc1Cl
0.06	0.08	-53.6	O=C(COc1ccc([N+](=O)[O-])cc1)Nc1ccc(N2CCCC2)cc1
x	x	41.2	COc1ccc(/C=C2/NC(=O)N(CC(=O)Nc3cccc(C)c3)C2=O)cc1O
0.65	-0.45	x	CCCN1CCN(c2ncnc3c2nnn3Cc2ccccc2)CC1
-1.68	-1.13	27.3	CN(Cc1ccccc1)S(=O)(=O)c1ccc(C(=O)Nc2nnc(C3CC3)o2)cc1
x	x	-12.5	Cc1ccc(-c2nc3cccnc3s2)cc1NC(=O)c1ccco1
0.4	0.52	x	O/N=C1\CC(O)Cc2nonc21 (configuration not stated)
-1.71	-1.13	x	CCCCSc1nc(N)c(C#N)c(-c2cccs2)c1C#N
-1	-0.82	0.0	Nc1sccc1C(=O)c1ccccc1
-0.44	0	-33.3	Cc1ccc(-c2nnc(CSc3nnc(COc4cccc5ccccc45)n3-c3ccccc3)o2)cc1
-0.76	-0.5	x	Cc1ccc(-n2ncc3c(=O)n(-c4ccc(C)c(C)c4)c(C)nc32)cc1
x	x	-14.3	CC(=O)Nc1ccc(-n2nnnc2SCC(=O)NCc2cccs2)cc1
0.58	-0.64	x	Cc1nc(SCC(=O)O)c2oc3ccccc3c2n1
x	x	-87.5	O=C(COc1cccc2cccnc12)NNC(=S)Nc1ccccc1
0.02	0.37	-27.8	CCCn1c(C(C)NC(=O)c2ccccc2)nc2ccccc21 (configuration not stated)
0.35	-0.4	30.2	O=C(CCn1c(=O)sc2ccccc21)Nc1cccnc1
-0.34	-0.07	x	Cc1cc(C)n(C(=O)CCNC(=O)c2ccccc2Br)n1
0.04	-0.44	-16.2	Cc1cc(C)cc(NC2=NCC(=O)N2Cc2ccccc2)c1
x	x	54.5	NC(=O)c1ncc(C(F)(F)F)cc1Oc1cccnc1
0.42	-0.01	x	CCN(CC)C(=O)C1CCC(CNS(=O)(=O)c2cccc3cccnc23)CC1 (configuration not stated)
x	x	27.8	O=C1CN(S(=O)(=O)c2cc(Cl)ccc2Cl)CCN1

# Continuation.
SDO1 yeast rescue	SDO1 yeast rescue Rescue 24 h	Insulin prom inh	smiles
0.63	0.51	x	CN1C(=O)C(CC(=O)NC2CCCCC2)SC1=Nc1ccccc1 (configuration not stated)
0.86	0.62	-18.8	O=C(CCC(=O)N1CCOCC1)Nc1nnc(C2CCCCC2)s1
x	x	45.5	COC(=O)C1=C(C(=O)c2ccccc2)C(c2ccccc2)n2nnnc2N1 (configuration not stated)
0.11	-0.16	21.9	CC1CN(C(=O)C2(C)CC2(Br)Br)CC(C)O1 (configuration not stated)
-0.67	-0.24	-3.1	CCCN(CCC)CCCOC(=O)c1ccc(Cl)cc1Cl
-0.5	-1.49	-6.8	CC(=O)N1CCc2cc(S(=O)(=O)NC(Cc3ccccc3)C(=O)NC3CCCCCC3)ccc21 (configuration not stated)
x	x	-8.3	CCOC(=O)c1cc(-c2ccc(F)cc2)n(CC(=O)NC(C)CC)c1C (configuration not stated)
1.71	2.57	x	COc1cccc(C2NC(=O)NC(C)=C2C(=O)Nc2ccc(C)cc2)c1OC (configuration not stated)
0.51	0.21	x	NC(=O)C1(N2CCCCC2)CCN(C(=O)c2ccccc2)CC1
x	x	7.1	COCCn1c(=S)[nH]c2ccccc21
x	x	31.6	CCN1CCN(C(=O)CSc2nc(N)cc(N)n2)CC1
x	x	-11.1	Cc1ccccc1OCCn1cc(C(=S)N2CCCC2)c2ccccc21
-0.94	-1.22	10.8	O=C(COC(=O)CCC(=O)c1cccs1)Nc1cc(S(=O)(=O)N2CCOCC2)ccc1Cl
3	3.35	x	CCOC(=O)C1(CC/C(C)=N\NC(N)=O)CC(C)(C)OC1=O (configuration not stated)
x	x	11.8	Cc1ccc(S(=O)(=O)CCC(=O)OCc2ccccc2)cc1
x	x	-54.5	Cc1c2c(n3c(nc4ccccc43)c1C#N)N(CCCN(C)C)CC2
x	x	-33.3	NC(=O)c1ccc(N2CCCCCC2)c([N+](=O)[O-])c1
x	x	0.0	CC(=O)NC(=S)Nc1cccc2c(C)cc(C)nc12
x	x	6.2	COc1ccc(NC(=O)c2ccc(C(=O)Nc3ccc(OC)cc3OC)cc2)c(OC)c1
0.81	1.22	-33.3	CCCCONc1ncnc2nonc12
x	x	0.0	COc1ccc(-c2cn(-c3cccc(C)c3)c(=O)[nH]2)cc1OC
0.47	0.13	18.8	Cc1cc(O)c(C2(C(F)(F)F)NCCNC2=O)cc1C (configuration not stated)
1	0.6	x	COc1ccc(NC(=O)CSc2n[nH]c(N)n2)c([N+](=O)[O-])c1
0.28	-0.02	x	COc1cccc(Cn2cccc(NC(=O)NC3CCCCC3)c2=O)c1
0.96	0.5	-46.7	Cc1ccc(C(=O)Cc2nnc(C)s2)cc1
-0.18	-0.92	18.9	CCOC(=O)C(NCc1ccco1)(NC(=O)c1ccccc1)C(F)(F)F (configuration not stated)
-0.48	-0.11	x	Cc1ccccc1NCN1C(=O)C2C3C=CC(C3)C2C1=O (configuration not stated)
-0.19	-0.02	9.1	CCOc1ccc(-c2cc(CCCC(=O)NCCCOC)no2)cc1
-0.91	-0.72	27.3	COc1ccccc1NC(CC(=O)c1ccccc1)C(=O)OCC(=O)c1ccc(F)cc1 (configuration not stated)
1.44	1.23	-10.3	O=C1CCCC2=C1C(c1cccs1)Nc1ccccc1N2 (configuration not stated)
1.24	0.23	-100.0	CC1CC(C)CN(CCCNC(=O)c2ccc(CS(=O)(=O)Cc3ccccc3F)o2)C1 (configuration not stated)
0.12	-0.28	-33.3	CCOC(=O)C1CCN(C(=O)COc2ccc(S(=O)(=O)NC(C)C)cc2Cl)CC1
0.2	-0.57	-28.6	O=C(Nc1ccc2cn[nH]c2c1)c1ccccc1F
0.47	0.62	-5.4	Cc1ccc2nc(C)cc(Nc3ccc4c(c3)OCCO4)c2c1
-0.81	-0.36	-68.8	O=C1/C(=C/c2ccc3c(c2)OCO3)CCC/C1=C\c1ccc2c(c1)OCO2
0.73	-0.1	x	C=CCN(C(=O)Cn1nnc2ccccc21)C(C(=O)NCCOC)c1ccc(OC)cc1OC (configuration not stated)
-0.95	0.22	25.0	CCOc1ccc(-n2c(-c3ccccc3)nnc2-c2ccccc2)cc1
0.1	-0.21	x	CC1Cc2ccccc2N1S(=O)(=O)c1cnc[nH]1 (configuration not stated)
1.88	2.38	-456.2	Cc1nn(C(CC(=O)O)C(=O)O)c(C)c1Br (configuration not stated)
-0.85	-0.72	-23.3	N#CCSc1nc2ccccc2c2nc3ccccc3n12
-0.37	-0.99	-181.8	Cc1cc(C(F)(F)F)nc(Nc2nc(C)c3ccccc3n2)n1
x	x	25.0	C=C(C)C(=O)Nc1nnc(-c2ccccc2C)s1
x	x	-81.8	COc1ccccc1NC(=O)Nc1ccncc1
0.87	1.89	49.0	CC(C)(C)c1ccc(C(=O)NC(=S)Nc2ccc(N3CCOCC3)cc2)cc1
-0.05	-0.31	0.0	O=C(N/N=C/c1cccs1)[C@H]1C[C@@H]1c1ccccc1
-0.62	-0.2	x	Cc1cc(C)nc(NN=C(c2ccccc2)c2ccccc2)n1
0.17	0.3	-35.7	O=C(Nc1ccccc1Cl)C1CCCN(S(=O)(=O)c2ccc(F)cc2)C1 (configuration not stated)
-0.1	-0.28	0.0	Cc1cc2cc(CN3C(=O)c4ccccc4C3=O)ccc2[nH]1
-1.45	-1.22	-9.7	CCOC(=O)c1ccccc1NC(=O)c1cc(S(=O)(=O)N2CCOCC2)ccc1F
0.27	1.3	x	Cc1nc(N)sc1C(=O)N/N=C/c1c[nH]c2ccccc12

# Source: PubChem BioAssay (several laboratories)
